# CCT modulator: High-Throughput Screening for Modulators of Cytosolic Chaperonin Activity; purified chaperonin ATPase assay, HTRF ADP detection, 30 min; activity change, % (no concentration beside the values), hits read low; 360,000 compounds, 0.3% hits; AID 651819, 2012; in the data active means activity change below about -30%; further: on the % scale 0 is the no-effect control and ±100 the full control effect
#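 TRiC (40 or 20 nM final, by batch activity) in 30 mM Tris pH 7.4, 100 mM KCl, 5 mM MgCl2, 1 mM DTT was treated with compound at 76 uM single dose, then 10 uM ATP, 30 min at 37 °C. ADP was read by HTRF Transcreener.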
# EPAC1 antagonist: qHTS for Antagonist of cAMP-regulated guanine nucleotide exchange factor 3 (EPAC1): primary screen. EPAC1 GEF assay, Rap1b-BODIPY-GDP exchange fluorescence. Potency, µM (series often up to 115 µM), without a hit: at the highest dose activity change, negative = inhibition, hits mostly inhibitors. Rap guanine nucleotide exchange factor 3 (Homo sapiens), O95398. 360,000 compounds, 0.14% hits;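 further: potency means the concentration at half of the fitted maximal effect; plate controls were vehicle for no effect and positive control for full effect; nearly all actives have a fitted effect of over 50% in size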
# EPAC1 ag: qHTS for Agonist of cAMP-regulated guanine nucleotide exchange factor 3 (EPAC1): primary screen; Rap guanine nucleotide exchange factor 3 (Homo sapiens), O95398; EPAC1 agonist qHTS, biochemical assay; response scale: 100% = response to 6.5 mM cAMP; Potency, µM (highest dose often 154 µM), for the others: at the highest dose activation, hits mostly activators; 360,000 compounds, 0.073% hits; further: potency means the concentration at half of the fitted maximal effect; nearly all actives have a fitted effect of over 60% in size
#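 Read-out is the fluorescence drop as BODIPY-GDP leaves Rap1B (480 nm excitation, 540 nm emission), recorded every 5 minutes over 30 minutes. Reactions held 100 nM EPAC1, 250 nM Rap1B–BODIPY-GDP and 50 uM GDP, with 6.5 mM cAMP setting full activation.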
# IL-2 act: qHTS of IL-2 Activators. activation, % (series mostly up to about 46 µM). 360,000 compounds, 0.065% hits. IL-2 activation reporter assay, cell-based qHTS; stimulated with anti-CD3/CD4/CD28 beads; in transgenic mouse T cells. AID 652025, 2013; in the data active means activation above about 50%; inconclusive means mostly about 30% to 49%; further: 0% is about no effect
#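 Unstimulated transgenic mouse T cells; 60-min compound exposure; bead-based TCR/CD4/CD28 stimulation; 18 h culture, 37 degrees C; dual fluorescence (EGFP, DsRed) plate cytometry.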
# EPAC2 ag: qHTS for Agonist of cAMP-regulated guanine nucleotide exchange factor 4 (EPAC2): primary screen; EPAC2 activation, biochemical qHTS; response scale: 100% = 6.5 mM cAMP response; Potency, µM (titrated, usually from 154 µM), for the others: at the top dose activation, hits mostly activators; 360,000 compounds, 0.079% hits; further: potency means the concentration at half of the fitted maximal effect; nearly all actives have a fitted effect of over 50% in size
# Target sequence (Q8WZA2 whole entry, looked up): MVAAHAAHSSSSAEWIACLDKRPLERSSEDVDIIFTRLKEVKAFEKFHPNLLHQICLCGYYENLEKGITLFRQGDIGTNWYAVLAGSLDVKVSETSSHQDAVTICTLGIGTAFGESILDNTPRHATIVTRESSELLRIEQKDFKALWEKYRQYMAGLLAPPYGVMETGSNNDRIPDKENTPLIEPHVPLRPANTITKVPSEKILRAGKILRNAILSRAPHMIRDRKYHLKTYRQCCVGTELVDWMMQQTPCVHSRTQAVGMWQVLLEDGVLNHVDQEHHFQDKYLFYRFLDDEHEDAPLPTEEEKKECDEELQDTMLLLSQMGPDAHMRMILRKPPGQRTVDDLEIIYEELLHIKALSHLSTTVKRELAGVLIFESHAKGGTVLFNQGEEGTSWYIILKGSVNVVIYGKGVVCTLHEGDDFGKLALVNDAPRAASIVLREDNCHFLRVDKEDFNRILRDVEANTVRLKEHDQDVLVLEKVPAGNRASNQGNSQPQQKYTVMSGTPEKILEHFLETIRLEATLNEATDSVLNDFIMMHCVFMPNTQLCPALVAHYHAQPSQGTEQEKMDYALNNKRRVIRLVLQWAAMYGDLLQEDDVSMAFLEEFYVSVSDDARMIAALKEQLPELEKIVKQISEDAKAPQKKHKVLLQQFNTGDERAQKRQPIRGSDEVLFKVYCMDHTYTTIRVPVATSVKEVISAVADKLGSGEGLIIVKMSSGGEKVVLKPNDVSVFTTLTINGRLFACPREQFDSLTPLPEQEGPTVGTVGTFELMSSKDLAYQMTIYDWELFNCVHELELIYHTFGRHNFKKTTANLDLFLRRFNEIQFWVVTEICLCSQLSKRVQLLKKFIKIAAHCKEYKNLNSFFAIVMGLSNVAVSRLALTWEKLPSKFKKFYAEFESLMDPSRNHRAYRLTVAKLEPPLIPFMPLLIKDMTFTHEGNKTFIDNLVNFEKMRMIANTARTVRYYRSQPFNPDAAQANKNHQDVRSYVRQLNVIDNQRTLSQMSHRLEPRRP
#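 EPAC2 (100 nM) mixed with Rap1B loaded with BODIPY-GDP (250 nM) plus 50 uM unlabeled GDP; compounds pinned in, 5 min RT, then read every 5 min for 30 min (ex 480, em 540 nm). Normalized to cAMP control.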
# WRN inhibitor: qHTS for Inhibitors of WRN Helicase; Bifunctional 3'-5' exonuclease/ATP-dependent helicase WRN (Homo sapiens), Q14191; WRN helicase unwinding, fluorescent forked duplex, kinetic; Potency, µM (doses to about 114 µM), for inactives: at the highest dose activity change, negative = inhibition, usual class: inhibitors; 360,000 compounds, 0.46% hits; AID 651768, 2012; further: potency means the concentration at half of the fitted maximal effect; on the % scale 0 is the no-effect control and ±100 the full control effect; nearly all actives have a fitted effect of over 55% in size
#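 Primary qHTS, 1536-well format. 20 nM WRN + compound, 15 min RT; start with 100 nM forked fluorophore/quencher duplex, 2 mM ATP (final); kinetic read ex 525/em 598 nm.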
# PLK1 PBD inh: qHTS for Inhibitors of PLK1-PDB (polo-like kinase 1 - polo-box domain): Primary Screen; Serine/threonine-protein kinase PLK1 (Homo sapiens), P53350; Plk1 PBD binding of FITC phosphopeptide, fluorescence polarization; Potency, µM, for inactives: max response, negative = inhibition, most hits filed as inhibitors; 360,000 compounds, 2.8% hits; AID 720504, 2013; further: potency means the concentration at half of the fitted maximal effect; series mostly up to about 57 µM; on the % scale 0 is the no-effect control and ±100 the full control effect; nearly all actives have a fitted effect of over 65% in size
# PI5P4Ka inh: qHTS for Inhibitors of phosphatidylinositol 5-phosphate 4-kinase (PI5P4K) | AID 652105, 2013 | Phosphatidylinositol 5-phosphate 4-kinase type-2 alpha (Homo sapiens), P48426 | PI5P4Kalpha enzyme, ADP-Glo luminescence, 60 min; hits give low values | max response, % | 330,000 compounds, 1.2% hits; active means max response of -50% or lower; inconclusive means between -30% and -50%; inactive means -30% or higher; further: value at the top dose of about 77 µM; on the % scale 0 is the no-effect control and ±100 the full control effect
#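 PI5P4Kalpha ADP-Glo assay; 5 microM ATP final; 60 min RT reaction; HEPES pH 7.4/EGTA/CHAPS, 5% DMSO; controls lacking substrate or enzyme; luminescent end-point.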
# Starred values were filed as active, the others as inactive; ? = inconclusive; . = not tested or not shown; [ ] = dose if it differs, or a comment. Unless noted, the call rests on the fitted dose curve; in most records, active means well fitted curve in the direction sought with a large enough effect; inconclusive means small, poorly fitted or top-dose-only effect, or another doubt; inactive means no such curve, though single readings can be large; an effect the other way counts as inactive or inconclusive.
SMILES,CCT modulator,EPAC1 antagonist,EPAC1 ag,IL-2 act,EPAC2 ag,WRN inhibitor,PLK1 PBD inh,PI5P4Ka inh
O=C(CN1CCN(S(=O)(=O)c2cc(Br)ccc2Br)CC1)NCc1ccccc1Cl,0.3,-7%,12%,-3.9,10%,-6%,-3%,4
CCCCN(C(=O)CNC(=O)c1ccco1)C(C(=O)NC1CCCCC1)c1ccc(OC)cc1OC (centres undefined),0.7,?,6%,-2.0,-8%,7%,-10%,0
Cc1ccc(S(=O)(=O)CCC(=O)OCC(=O)NCC(=O)Nc2c(C)cc(C)cc2C)cc1,-1.2,-18%,-1%,-3.4,-2%,6%,-9%,-6
O=C(NCc1cccnc1)c1cc(Cl)ccc1[N+](=O)[O-],-2.0,4%,-4%,-1.0,3%,-10%[57.1 µM],2%,-4
CC(=O)c1cccc(NC(=O)C(=O)c2cn(CC(=O)N3CCCCC3)c3ccccc23)c1,-3.5,16%,4%,3.8,6%,-7%,-10%,-9
CCOC(=O)c1cc(C(C)=O)n2ccccc12,2.8,9%,0%,1.2,5%,1%,-4%,.
CCCCCn1c2c(c(=N)c3ccccc31)CCC2,-1.6,3%,-4%,-5.2,5%,5%,1%,-2
Cc1ccc(-c2cc[n+](Cc3ccccc3)cc2)cc1,1.0,15%,5%,-1.1,-4%,4%,19µM*,-14
CCN1C(=O)[C@@H]2[C@H](C1=O)[C@@H]1C(=O)Nc3ccccc3C(=O)N1[C@@H]2c1cccc(OC)c1,-0.9,0%,-3%,0.3,-6%,7%,3%,1
CCOc1ccccc1N(C)C(=O)Cn1ncc2c([nH]c3ccc(C)cc32)c1=O,-28,5%,-2%,0.1,-17%,1%,-10%,-2
COc1ccc(OCC(=O)Sc2ccc(C)cc2)cc1,-2.5,0%,0%,-0.6,1%,?,4.7µM*,14
O=S(=O)(Nc1ccccc1N1CCCC1)c1ccccc1C(F)(F)F,-2.3,2%,0%,-1.4,10%,-8%,-22%,2
CCn1c(SCC(=O)N2CCCC2)nc2c(c1=O)SCC2,-1.4,-1%,-4%,1.5,1%,9%,-2%,-7
O=C(NCc1ccccc1)C1COc2ccccc2O1 (centres undefined),-0.2,5%,3%,0.2,4%,10%,-6%,-8
CC(=O)c1cccc(CN2CCN(Cc3ccc(C)cc3)C(CCO)C2)c1 (centres undefined),1.0,-7%,0%,-1.3,-5%,5%,0%,0
CCOC(=O)C1=C(COC(=O)c2cccnc2SC)NC(=O)NC1C (centres undefined),-0.8,0%,6%,3.6,10%,-1%,0%,-1
COC(=O)c1ccc(/C=C/C(=O)OCC(=O)Nc2sccc2C(N)=O)cc1,0.6,-9%,5%,-0.6,-2%,-10%,2%,?
CCOC(=O)C1CCN(S(=O)(=O)c2c(C)n[nH]c2C)CC1,0.3,16%,-6%,-0.1,-4%,3%,-16%,0
Cc1cccc(-c2nc(CN3CCN(Cc4cccc(F)c4)CC3)c(C)o2)c1,-4.0,3%,-4%,0.1,19%,2%,-2%,9
Cc1ccc(C(=O)N(C)Cc2ccc(N3CCOCC3)cc2)cc1S(=O)(=O)NCc1ccccc1,0.8,-4%,11%,0.0,12%,4%,-5%,-4
O=C(Nc1ccc2oc(-c3ccc4ccccc4c3)nc2c1)c1ccc2c(c1)OCCO2,-1.8,13%,4%,-3.1,3%,8%,-7%,.
CCN(CC(=O)NCc1ccc(Cl)cc1)C(=O)CSc1ccc(F)cc1,0.0,11%,-1%,-3.1,-6%,-4%,-5%,9
CCOC(=O)c1ccc(S(=O)(=O)n2c(=O)oc3ccccc32)cc1,-2.2,2%,8%,0.1,17%,3%,-7%,-2
COCc1nnc(NS(=O)(=O)c2ccc(NC(C)=O)cc2)s1,-1.6,9%,-3%,-3.2,-1%,-1%,-6%,-2
CSC1=C(C#N)C(CC(C)C)C2=C(CCCC2=O)N1 (centres undefined),0.9,0%,10%,0.8,-2%,-2%,-1%,0
CCn1c(SCC(=O)NC2CC2)nnc1-c1ccc(F)cc1,-0.8,12%,12%,-3.6,0%,6%,-6%,-2
O=C(O)C1CC(c2cccc(Br)c2)=NO1 (centres undefined),1.2,4%,5%,-1.6,6%,-12%[57.1 µM],1%,.
C=CCNc1nc(N2CCOCC2)c(C#N)c2c1CN(C)CC2,0.7,0%,-4%,-1.2,-10%,4%,?,-1
CC(CN1CCOCC1)C(=O)O (centres undefined),-1.0,6%,-11%,-2.1,-8%,-16%[57.1 µM],-2%,-4
c1cc(-c2ccc(CN3CCOCC3)cc2)n2ccnc2c1,0.0,4%,2%,-0.2,11%,-3%,-11%,-6
CC(C)Cc1nc(NCCN2CCOCC2)c(C#N)c2c1COC(C)(C)C2,0.0,-1%,-5%,0.5,-5%,1%,-10%,1
Cc1ccc(S(=O)(=O)C(C#N)c2nc3ccccc3nc2N2CCCC2)cc1C (centres undefined),-0.6,-2%,-1%,-1.4,3%,3%,?,.
CCC(C)c1ccc(NC(=S)NCc2ccccn2)cc1 (centres undefined),-1.5,2%,-7%,0.1,-5%,-7%,?,-9
CC(=O)N1CCN(C(=O)CSc2ncnc3sc(C)c(C)c23)CC1,-0.7,6%,4%,-1.7,-6%,-6%,30µM*,13
O=C(CSc1nnc(COc2ccccc2)o1)N1CCCCC1,0.3,10%,-2%,-0.1,9%,5%,-2%,3
COC(=O)c1cc(C(=O)c2ccc(C(C)(C)C)cc2)c[nH]1,0.5,-27%,-8%,-4.0,4%,-6%,-3%,0

# Single values from the results shown.
# CCn1c(SCC(=O)NC2CC2)nnc1-c1ccc(F)cc1 – WRN inhibitor = 6%
# C=CCNc1nc(N2CCOCC2)c(C#N)c2c1CN(C)CC2 – EPAC1 ag = -4%
# CC(CN1CCOCC1)C(=O)O (centres undefined) – PI5P4Ka inh = -4
# COC(=O)c1cc(C(=O)c2ccc(C(C)(C)C)cc2)c[nH]1 – PI5P4Ka inh = 0
# CSC1=C(C#N)C(CC(C)C)C2=C(CCCC2=O)N1 (centres undefined) – PI5P4Ka inh = 0
# O=C(O)C1CC(c2cccc(Br)c2)=NO1 (centres undefined) – IL-2 act = -1.6

# Next part
SMILES,CCT modulator,EPAC1 antagonist,EPAC1 ag,IL-2 act,EPAC2 ag,WRN inhibitor,PLK1 PBD inh,PI5P4Ka inh
CCN(CC)S(=O)(=O)c1cccc(C(=O)Nc2cccnc2)c1,-0.8,0%,2%,5.0,4%,-5%,2%,.
COc1ccc(C(=O)NC(=S)NCc2ccccc2)cc1OC,-5.0,-5%,12%,0.4,11%,-6%,-7%,7
CN(C(=O)CSc1nc2ccc(Cl)cc2[nH]1)C1CCS(=O)(=O)C1 (centres undefined),-2.0,-5%,0%,-0.1,5%,2%,-28%,-2
COc1ccc(/C=N/NC(=O)c2c(C)nc3ccc(Br)cn23)cc1OC,0.7,3%,-9%,-2.6,7%,-12%,-6%,-1
Cc1cc(C)n2c(SCC(=O)NC3CCCCC3C)nnc2n1 (centres undefined),-0.5,-22%,6%,-0.8,10%,5%,0%,4
CCc1ccc(Nc2n[n+](-c3ccccc3)c(-c3ccc(N(CC)CC)cc3)s2)cc1,-1.0,8%,-5%,0.4,?,-6%,49%[activator],-59*
CCN(CC)C(=O)C(=O)c1cccn1-c1cccc(-n2cccc2C(=O)C(=O)N(CC)CC)c1C#N,-1.3,-14%,3%,-0.3,11%,-3%,-14%,2
O=C(CN1C(=O)NC2(CCCCC2)C1=O)Nc1ccc(Cl)cc1,-4.0,-3%,-8%,-0.4,-5%,-5%,3%,0
O=C(Nn1c(O)c(C=C2N=c3ccccc3=N2)sc1=S)c1ccccc1Cl,-3.4,-23%,11%,?,6%,-31%,-14%,.
COc1cc(-c2nc3ccccn3c2/N=C/c2cccc(F)c2)ccc1O,-9.3,-15%,-6%,0.6,13%,-34%,-6%,1
COc1ccc(C(NC(=O)C2CCN(Cc3ccc(Oc4ccccc4)cc3)CC2)c2ccccc2C)cn1 (centres undefined),-2.7,-1%,-16%,-0.7,8%,-6%,-2%,-3
Cn1c(Cn2c(=O)sc3ccccc32)nnc1SCC(=O)NCc1ccccc1Cl,2.2,-28%,-3%,-2.6,2%,-3%,-5%,-2
COc1ccc(OC)c(C(=O)NC(CC(N)=O)c2ccc(N3CCC(N4CCCC4)CC3)c([N+](=O)[O-])c2)c1 (centres undefined),-1.0,-5%,-17%,0.6,7%,-1%,-13%,1
O=C(COC(=O)c1cccnc1Cl)Nc1ccc(N2CCCCC2)cc1,-0.3,1%,5%,0.2,8%,2%,-4%,-4
CCCCOC(=O)C1=C(C)NC(=O)NC1c1ccc2c(c1)OCO2 (centres undefined),3.0,-4%,-21%,-3.3,0%,-7%[57.1 µM],8%,0
C=C(C)c1cccc(C(C)(C)NC(=O)Nc2nncs2)c1,-3.1,-21%,4%,-3.8,10%,10%,-15%,1

# One compound at a time, as listed above. Screens in order: CCT modulator	EPAC1 antagonist	EPAC1 ag	IL-2 act	EPAC2 ag	WRN inhibitor	PLK1 PBD inh	PI5P4Ka inh
# Shown for O=C(Nc1ccc2oc(-c3ccc4ccccc4c3)nc2c1)c1ccc2c(c1)OCCO2 → -1.8	13%	4%	-3.1	3%	8%	-7%	.
# Shown for CC(=O)N1CCN(C(=O)CSc2ncnc3sc(C)c(C)c23)CC1 → -0.7	6%	4%	-1.7	-6%	-6%	30µM*	13
# Shown for CCOC(=O)C1CCN(S(=O)(=O)c2c(C)n[nH]c2C)CC1 → 0.3	16%	-6%	-0.1	-4%	3%	-16%	0

# Compound activity from PubChem.

# An excerpt. The share of hits here may be higher or lower than overall.
